# HTR5A ag = counter-screen for OPRM1-OPRD1 agonists: human HTR5A agonism; 340,000 compounds, 0.61% hits; P47898; activation, % at 9.3 µM; AID 504692; HTR5A agonist assay, luminescence, cell-based; in the data active = activation mostly above about 9.5%, no sharp cut-off; inactive = mostly below about 7.6%;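 note: 0% = cells with vehicle only and 100% = reference agonist; strong numbers were not always called active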
# Target sequence (P47898 whole entry, looked up): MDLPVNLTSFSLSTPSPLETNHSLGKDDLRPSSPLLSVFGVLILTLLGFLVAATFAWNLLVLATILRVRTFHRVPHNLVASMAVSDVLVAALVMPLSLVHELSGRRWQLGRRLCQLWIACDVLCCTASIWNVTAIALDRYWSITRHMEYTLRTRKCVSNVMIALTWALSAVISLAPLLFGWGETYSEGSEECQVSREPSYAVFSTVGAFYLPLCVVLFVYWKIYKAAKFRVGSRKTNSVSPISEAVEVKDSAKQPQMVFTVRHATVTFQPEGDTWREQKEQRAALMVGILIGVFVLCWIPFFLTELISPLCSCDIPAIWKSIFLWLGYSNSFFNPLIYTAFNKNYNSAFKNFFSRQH
# SUMO Mot1 rescue = blocks SUMOylation pathway, rescuing yeast Mot1-301 growth; S. cerevisiae Mot1-301 growth rescue, ATP luminescence, 38.5C; percent above DMSO median, 100 means doubled; growth rescue, % at 18.8 µM; 320,000 compounds, 1% hits; AID 2716;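 active = every valid replicate shows activation above 250% relative to neutral control wells; inactive = the rest, any valid replicate at or below 250%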;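 note: OY570 slx delta 5 strain wells were the positive control but not used for scaling; some compounds called inactive have numbers as strong as hits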
# E coli growth = bacterial growth inhibition, counter-screen for AddAB inhibitors; E. coli V3065 growth, OD600 absorbance, 18 h; 330,000 compounds, 0.27% hits; inhibition, % at 11.9 µM;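 active = inhibition above the campaign's mean inhibition across all tested compounds plus 3 SD, cut at about 9.9% in these data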;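 note: uninfected addAB+ strain grown without phage in ampicillin broth; 0% = DMSO wells and 100% = ciprofloxacin 0.95 µg/ml wells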
# PfHsp90 yeast 2 = inhibits growth of yeast expressing Plasmodium falciparum Hsp90 | S. cerevisiae expressing PfHsp90, BacTiter-Glo ATP, 48 h; yeast lacking PDR1 and PDR3 efflux regulators | inhibition, % at 9.4 µM | 310,000 compounds, 0.32% hits | AID 504621;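 active = every replicate shows inhibition above about 80%, whatever the replicate mean, limit read from the data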;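 note: 0% = DMSO neutral controls and 100% = 20 µM radicicol positive controls; yeast relying on Plasmodium falciparum Hsp90 in place of its own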
# phage Ecoli inh = E. coli growth loss with phage present | growth absorbance | inhibition, % at 11.9 µM | 360,000 compounds, 0.26% hits | AID 651602; in the data active = inhibition above about 11%
# PKA-R1A act = activates the PKA-R1A holoenzyme complex | activation, % at 11.4 µM | PKA-R1A dissociation, Cy5-IP20 fluorescence polarization; scaled: DMSO 0%, 113 µM cGMP 100% | 340,000 compounds, 0.083% hits;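 active = percent activation above the mean of all tested compounds plus 3 SD, cut at about 19% in these data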;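 note: higher means more PKAc released from R1A so a rise in polarization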
# MOR-DOR ag = agonists of human mu-delta opioid receptor heterodimerization; P35372+P41143; cells, OPRM1-OPRD1 heterodimerization, luminescence; activation, % at 9.3 µM; 340,000 compounds, 0.3% hits; in the data active = activation above about 18%;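 note: 0% = vehicle-treated cells and 100% = reference agonist; values of inactives mirror those of a sister screen read the other way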
# HTR5A inv ctr = inverse agonist of human HTR5A in OPRM1-OPRD1 counter-screen | P47898 | HTR5A cell line, luminescence, inverse agonism | inhibition, % at 9.3 µM | 340,000 compounds, 0.083% hits; in the data active = inhibition mostly above about 23%, no sharp cut-off; inactive = mostly below about 18%;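 note: 0% = cells with DMSO and 100% = no-cell wells with DMSO; some compounds called inactive have numbers as strong as hits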
# AddAB inh = less growth of phage-infected E. coli with AddAB; E. coli expressing H. pylori AddAB, absorbance growth; inhibition, % at 11.9 µM; 330,000 compounds, 0.29% hits; AID 435030; in the data active = inhibition above about 12%;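 note: 0% = vehicle wells of infected cells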
# Pemphigus Ab inh = human desmoglein-3 autoantibody binding inhibition. binding (percent of control), % at 10 µM. AID 588358. P32926. DSG3-coupled beads, scFv-anti-DSG3-GFP binding, flow cytometry; stronger effect = lower value. 310,000 compounds, 0.48% hits;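 active = binding more than 3 SD below its plate's average and above zero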;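 note: hits lower antibody fragment binding to DSG3; some compounds called inactive have numbers as strong as hits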
# MOR-DOR inv ag = mu-delta opioid heterodimer inverse agonism; 340,000 compounds, 0.21% hits; cell-based MOR-DOR heterodimer luminescence; inhibition, % at 9.3 µM; in the data active = inhibition above about 22%, passing the limit was not always enough;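 note: 0% = cells with DMSO and 100% = wells without cells with DMSO; values of inactives mirror those of a sister screen read the other way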
# * marks the source's active call; other numbers are inactive results; · = no result given.
canonical_smiles,HTR5A ag,SUMO Mot1 rescue,E coli growth,PfHsp90 yeast 2,phage Ecoli inh,PKA-R1A act,MOR-DOR ag,HTR5A inv ctr,AddAB inh,Pemphigus Ab inh,MOR-DOR inv ag
COc1cc(CC(=O)N2CCC(n3nccc3NC(=O)C3CC3)CC2)cc(OC)c1OC,1,7,2.1,-32,2.7,-10,-1.4,-10,3.4,107,10
Cc1ccc(S(=O)(=O)N2[C@@H](c3ccc(Cl)cc3)C(C(=O)O)=C[C@H]2CC2CCCC2)cc1,-7,·,-2.9,-32,4.2,-5,-0.9,25,1.0,114,4
COCCNC(=O)c1cc2cc(Br)cc(Br)c2oc1=O,-4,6,0.1,12,1.3,-1,-2.8,10,-2.1,98,15
O=S(=O)(c1ccc2oc3ccccc3c2c1)N1CCOCC1,2,184,1.3,-21,0.4,-3,-2.5,5,3.2,98,13
COc1ccc(Nc2ncnc3nc[nH]c23)cc1OC,-7,-2,-0.8,5,·,-6,-1.2,21,-1.5,96,7
O=C1CC(c2ccccc2)CC(=O)C1CS(=O)(=O)c1ccccc1 (stereo not given),2,6,0.0,14,4.9,-8,-0.5,-4,1.2,87,2
COc1cc(OC)nc(Oc2cc(/C=N/O)ccc2OC)n1,-1,-1,2.5,-1,2.0,-1,-2.1,2,2.3,92,10
O=C(NCCc1ccccc1)c1nccc2ccccc12,-7,-3,1.5,-12,5.1,-8,-0.7,18,3.9,107,4
Nc1ccc2c(C(F)(F)F)cc(C(F)(F)F)nc2n1,-2,-8,1.2,-4,7.0,-11,4.7,6,4.2,102,-27
COc1ccccc1Nc1nc(NCCCN(C)C)nc(N)c1[N+](=O)[O-],-3,25,-0.8,-10,1.5,-4,-0.9,-2,-1.9,99,5
CCOC(=O)Cc1csc(SCC(=O)Nc2oc(C)c3c(C)n[nH]c(=O)c23)n1,0,10,-0.2,11,2.1,0,0.9,0,1.3,115,-4
O=C(c1ccccc1)c1ccc(N2CCOCC2)c(NC(=O)c2ccco2)c1,-2,-13,-2.6,·,2.0,-1,-0.2,4,0.8,·,1
O=C(NCc1ccccc1)c1ccc(CNc2c(N3CCCC3)c(=O)c2=O)cc1,1,3,-0.8,1,0.7,-5,1.2,-7,0.3,89,-6
COc1ccc(C2NCCc3c2[nH]c2ccccc32)cc1CN1CCc2cc(OC)c(OC)cc2C1C (stereo not given),5,·,·,-9,·,5,6.7,-13,·,96,-35
CC1CCN(c2ccc(C=O)o2)CC1,-1,162,-0.2,27,-0.3,-4,-3.2,2,1.6,100,15
COc1cccc(CNc2ccc(S(N)(=O)=O)cc2)c1OC,-4,-7,1.1,12,2.3,11,0.2,-15,1.1,102,-1
CCNc1nc(SC(C)C(=O)Nc2ccccc2)nc(N2CCOCC2)n1 (stereo not given),0,-24,1.5,-2,0.0,14,-0.6,-12,1.3,90,4
O=S(=O)(c1ccc(-c2ccccn2)s1)N1CCC2(CC1)OCCO2,·,-10,-1.9,·,-0.5,·,·,·,2.1,110,·
Cc1ccc(/C=N/NC(=O)COc2ccccc2-c2ccccc2)cc1,11,-3,-0.3,45,6.1,-13,10.0,-28,-2.2,99,-45
O=C(NCCCCCNC(=O)c1ccccn1)c1ccccn1,-1,3,1.0,2,3.6,13,-1.0,-12,-0.2,104,5
O=C(CNC(=O)c1ccc(F)cc1)NCc1ccccn1,-3,15,-0.2,-16,1.6,-7,-1.9,12,-0.3,100,10
Cc1ccc(Cn2nc(C)c(C(=O)N3CCN(S(=O)(=O)/C=C/c4ccccc4)CC3)c2C)cc1,-1,5,-1.4,-7,0.9,-8,-2.1,1,-0.4,91,8
CCOC(=O)C1CCN(CC(C)(C)NS(=O)(=O)c2ccccc2)CC1,0,57,-0.3,29,0.0,21*,1.3,0,3.4,96,-10
COc1cc(OC)cc(C(=O)NC(=S)Nc2ccc3oc(=O)ccc3c2)c1,2,4,0.3,-26,3.6,-6,-2.5,16,4.5,102,13
COc1ccc(N(CC(=O)NCc2ccco2)S(C)(=O)=O)c(OC)c1,-2,-9,-1.5,17,6.2,6,-2.8,3,1.6,105,14
COc1cccc(NC(=O)c2oc3ccccc3c2NC(C)=O)c1,0,-13,-0.7,6,·,1,-1.6,14,-0.1,102,9
O=C(NCc1ccccc1C(F)(F)F)C1CC(c2ccccc2[N+](=O)[O-])=NO1 (stereo not given),-5,8,-1.8,·,4.6,1,-0.6,3,0.3,95,3
c1ccc(SCc2nc3ccccc3s2)nc1,2,-29,-0.2,11,2.4,1,-4.5,-5,1.3,111,20
COC(C[C@@H](O)[C@H](C)[C@@H](O)COCc1ccccc1)OC,2,·,·,3,0.0,11,-1.4,-4,·,98,8
Cc1nn(CC(=O)Nc2nc3ccccc3s2)c(C)c1[N+](=O)[O-],-2,-10,0.9,-14,1.2,-6,1.4,-3,3.0,90,-8
S=c1[nH]nc(C2CC2c2ccc(Cl)cc2)n1-c1ccc(Cl)cc1 (stereo not given),-2,-17,-0.3,2,3.0,-8,8.9,0,3.8,103,-49
CCn1c(Cc2ccccc2)nnc1SCC(=O)Nc1ccccc1F,-1,10,2.4,17,4.8,-1,-2.5,2,0.7,103,13
OC(COCc1ccco1)CN1CCN(c2ccccc2)CC1 (stereo not given),3,-26,2.5,16,-0.6,2,-3.1,18,2.1,127,16
Cc1cccc(N2CCN(C(=O)C3CCCCC3)CC2)c1C,-1,5,-0.1,-18,2.5,-3,5.2,-19,1.3,102,-30
CN(CC(=O)Nc1ccc(Cl)cc1)CC(=O)Nc1ccc(F)c(F)c1F,-1,14,-0.2,10,2.6,-5,1.0,-2,2.7,98,-7
COc1ccc2oc(=N)c(C(=O)Nc3cccc(C)c3C)cc2c1,9,11,-0.3,4,0.6,-9,-0.6,-24,-1.1,111,3
COC(=O)CSc1ccc2nnc(-c3ccc(OC)c(OC)c3)n2n1,-5,-11,0.3,-13,5.1,-5,0.0,12,1.6,103,0
C/C(=C\COc1ccc2ccc(=O)oc2c1)CC[C@@H](O)C(C)(C)O,1,23,2.0,-6,1.4,-10,-2.7,-29,1.1,102,15
COc1ccccc1CN1CC(C(=O)N(C)Cc2ccc(C)o2)CCC1=O (stereo not given),-3,-6,0.4,31,2.1,-7,-0.1,14,2.0,101,1
Cc1cccnc1Nc1nc(-c2ccccn2)cs1,-6,·,1.9,106*,2.8,5,-4.8,-9,3.5,104,28
Nc1ncnc2nc(SCCc3ccccc3)[nH]c12,0,-6,0.2,27,5.1,-1,1.6,-14,4.3,·,-8
CCC(=O)Nc1ccc(C(=O)NNC(=O)c2ccc(Cl)cc2)cc1,0,·,·,10,1.5,-3,-2.2,1,·,103,11
CCOc1cccc(C(=O)NC2=NCCS2)c1,9,-15,·,-16,4.4,-3,-1.1,-11,·,111,6
CCN(CC)CCCN=C1N[C@@H](c2ccccc2)C(C(=O)OC)=C(C)N1CC,1,5,0.5,-31,1.2,4,-1.3,8,3.1,·,7
CCN1CCN(C(=O)CN2C(=O)c3ccccc3S2(=O)=O)CC1,2,3,0.0,7,1.6,-10,-1.0,4,1.5,96,6
CSc1cccc(N2CC(C(=O)N(Cc3nnc(-c4ccccc4Cl)o3)C3CC3)CC2=O)c1 (stereo not given),3,-11,-0.3,21,1.3,1,-1.5,2,4.8,·,8
COc1ccnc(Oc2ccc(F)cc2)c1C(=O)N/C=N/OCc1ccccc1,0,-3,1.7,13,0.8,-1,-1.3,-1,0.3,111,7
Cc1ccc(S(=O)(=O)NC(CC(C)C)C(=O)Nc2nccs2)cc1 (stereo not given),3,-19,-2.3,7,0.1,-1,-2.8,-17,1.6,·,12
Cc1ccc(NC(=O)CSc2nnc(-c3cnccn3)n2C)cc1C,-5,-8,-0.7,-20,-2.6,-4,-2.9,6,2.4,92,16
O=C(CCNS(=O)(=O)c1ccc(Br)cc1)NNC(=O)C1COc2ccccc2O1 (stereo not given),-1,-3,0.3,4,1.2,11,-2.1,3,0.8,·,10
CCN(CC)S(=O)(=O)c1cccc(NC(=O)CN2C(=O)c3ccc([N+](=O)[O-])cc3C2=O)c1,0,-2,1.0,-8,0.3,4,4.9,21,1.7,90,-26
CC(=O)N1c2ccccc2C(CBr)=CC1(C)C,7,-24,0.1,16,-0.2,-7,-2.0,10,0.7,110,11
Cc1c(CN(C)C)c2c(n1Cc1ccccc1)C(=O)c1ccc(Br)cc1-2,8,-5,-1.4,1,3.4,3,11,4,0.4,·,-55
CC(=O)NS(=O)(=O)c1ccc(NS(=O)(=O)c2ccccc2[N+](=O)[O-])cc1,-1,-23,-1.8,-33,2.6,-7,-4.1,3,-1.5,101,20
COCCN1C(=O)N[C@@H](c2cccc(C(F)(F)F)c2)C(C(=O)OC)=C1C,1,86,-0.2,-11,·,0,-2.8,-10,1.9,107,15
COc1ccc(NC(=O)c2ccc3[nH]c(=O)c(=O)[nH]c3c2)c(OC)c1,-3,-3,1.3,-42,0.7,-14,-1.0,-3,0.3,105,6

# The listing continues.
canonical_smiles,HTR5A ag,SUMO Mot1 rescue,E coli growth,PfHsp90 yeast 2,phage Ecoli inh,PKA-R1A act,MOR-DOR ag,HTR5A inv ctr,AddAB inh,Pemphigus Ab inh,MOR-DOR inv ag
COc1ccccc1NC(=O)C1=C(C)Nc2nnnn2C1c1cc(Br)ccc1OC (stereo not given),1,-29,0.1,7,2.5,-2,0.8,-4,3.9,106,-4
CCc1ccccc1Nc1nc(N)nc(CSc2nnc3ccccn23)n1,-2,·,0.1,·,1.4,-13,-0.9,-9,1.8,124,5
COc1ccc(CCNC(=O)C2CCN(S(=O)(=O)c3c(C)noc3C)CC2)cc1OC,4,-2,-1.7,13,-1.3,5,1.6,-17,0.2,105,-10
O=C(CNC(=O)c1ccc(Cl)cc1)NC1CCCCC1,1,-11,-1.9,-42,2.7,-15,-2.4,11,3.0,·,13
O=C1OCCN1C(=O)[C@H]1[C@H](c2ccc(Cl)cc2)C(c2cccc(Cl)c2)=NN1c1ccc(Br)cc1,0,·,1.2,-8,-1.9,-1,-0.7,1,-0.6,88,4
COc1ccc(NS(=O)(=O)c2cc(NC(=O)C3CCCO3)ccc2N2CCCC2)cc1 (stereo not given),8,19,-0.7,-29,4.1,-3,-0.8,-18,0.6,101,4
Cc1csc(NC(=O)CCn2c(=O)oc3ccccc32)n1,0,2,-1.6,·,4.4,-18,-2.4,-11,-2.4,101,14
CCCCn1c(SCC(=O)N2CCOCC2)nc2ccccc2c1=O,-1,19,-2.1,-34,1.8,2,1.4,3,0.0,100,-8
CCC(NC(=O)Nn1cnnc1)(C(F)(F)F)C(F)(F)F,3,-11,0.8,·,1.9,0,-0.4,-7,-1.6,·,3

# Random draw from the library. About 3.2% of those tested had a hit in this group.
